Bioassay records deposited in PubChem BioAssay by several laboratories.
KCNQ1 block: inhibitors of human KCNQ1 potassium channel; P51787; CHO-K1 KCNQ1, FluxOR thallium flux fluorescence; hits give high values; B-score at 10 µM; actives 1.3% (n = 310,000);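 active means compounds whose thallium flux B-score, printed positive for inhibition, exceeds three library SD while starting fluorescence stays within three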;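 further: channel opened by potassium depolarization with thallium stimulus after 20 min compound exposure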
RGS4 act: RGS4 potentiation or activation; actives 0.92% (n = 310,000); B-score at 10 µM; AID 463111; HEK293 M3R/inducible RGS4, carbachol calcium flux Fluo4; hits give low values;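 active means B-score of the integrated calcium signal more than 4 SD below the library mean, with starting fluorescence not abnormally high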;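 further: negative B-score means reduced calcium response which marks RGS4 activation or potentiation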
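Assay system: HEK293 FlpIn-TREx cells, stable M3R, doxycycline-inducible RGS4 / Probe or stimulus: carbachol, ECmax concentration / Times: overnight RGS4 induction, 30 min dye load 37 °C, 20 min compound RT / Signal: kinetic calcium fluorescence imaging with Fluo4-AM dye, 2 µM / Measure: Agonist-evoked peak-minus-minimum fluorescence over baseline, integrated ratio, B score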
hERG rescue: hERG (human) protection from proarrhythmic block; actives 0.51% (n = 310,000); activation (rescue from dofetilide block), less the hit threshold, % at 10 µM; CHO-hERG, FluxOR thallium flux, dofetilide IC70 present;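 active means activation above the mean of controls blocked by dofetilide plus 5 SD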;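 further: thallium influx through hERG after potassium depolarization seen as dye fluorescence rise; in these data hits start at about 4.7%; inactives centre near -7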
Target sequence (Q12809 whole entry, looked up): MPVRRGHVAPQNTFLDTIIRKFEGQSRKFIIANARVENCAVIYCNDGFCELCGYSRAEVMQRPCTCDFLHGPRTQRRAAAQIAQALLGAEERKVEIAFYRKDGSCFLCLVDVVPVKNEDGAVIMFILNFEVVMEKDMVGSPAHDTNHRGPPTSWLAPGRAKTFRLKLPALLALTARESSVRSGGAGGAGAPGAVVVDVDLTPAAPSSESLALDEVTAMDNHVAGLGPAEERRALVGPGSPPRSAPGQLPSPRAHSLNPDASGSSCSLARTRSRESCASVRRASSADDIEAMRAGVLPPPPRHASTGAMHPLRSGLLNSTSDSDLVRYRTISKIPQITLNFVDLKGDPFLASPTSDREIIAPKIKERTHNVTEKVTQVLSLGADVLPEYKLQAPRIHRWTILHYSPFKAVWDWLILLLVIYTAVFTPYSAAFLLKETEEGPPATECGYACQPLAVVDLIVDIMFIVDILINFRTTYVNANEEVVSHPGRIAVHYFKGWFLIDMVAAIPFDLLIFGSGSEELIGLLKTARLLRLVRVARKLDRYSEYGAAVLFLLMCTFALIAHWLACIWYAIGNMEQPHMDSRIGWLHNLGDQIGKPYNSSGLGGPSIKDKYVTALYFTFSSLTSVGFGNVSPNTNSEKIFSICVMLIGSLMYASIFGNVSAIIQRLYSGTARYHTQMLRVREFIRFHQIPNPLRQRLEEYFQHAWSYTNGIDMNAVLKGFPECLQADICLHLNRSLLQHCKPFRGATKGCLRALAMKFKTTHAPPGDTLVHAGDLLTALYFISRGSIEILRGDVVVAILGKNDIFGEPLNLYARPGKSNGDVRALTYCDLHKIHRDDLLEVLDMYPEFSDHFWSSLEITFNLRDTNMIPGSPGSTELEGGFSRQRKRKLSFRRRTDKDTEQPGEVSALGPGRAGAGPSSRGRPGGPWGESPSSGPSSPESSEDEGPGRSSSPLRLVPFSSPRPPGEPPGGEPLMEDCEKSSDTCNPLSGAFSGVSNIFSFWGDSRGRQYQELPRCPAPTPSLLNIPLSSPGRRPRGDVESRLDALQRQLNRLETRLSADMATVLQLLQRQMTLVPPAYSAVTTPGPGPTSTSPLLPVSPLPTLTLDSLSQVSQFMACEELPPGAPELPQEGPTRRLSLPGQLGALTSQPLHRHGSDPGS
ANO1 activ: activates or potentiates the mouse TMEM16A chloride channel | Q8BHY3 | HEK293 TMEM16A/YFP-H148Q/I152L, iodide quench fluorescence; hits give low values | B-score at 10 µM | actives 0.3% (n = 340,000) | AID 623877;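 active means fluorescence-ratio B-score plate-corrected deviation score at least 3 library SD below zero, with starting fluorescence score within 5 deviations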;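 further: channel opened by trigger with iodide after compound preincubation; score built on the fluorescence ratio of max minus min over baseline; more negative score means more quench and so TMEM16A activation or potentiation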
SKKanGAS inh: blocks kanamycin growth of S. pyogenes SKKanGAS strain. BacTiter-Glo, 6 h. actives 1.3% (n = 300,000). inhibition, % at 7.5 µM;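 active means mean replicate score, as percent of positive control median, at least 50; inconclusive means mean below 50 but one replicate at or above 50; inactive means mean and every replicate below 50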;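 further: strain carries kanamycin resistance gene driven by streptokinase promoter and grows in 40 µg/ml kanamycin; loss of luminescence reflects streptokinase promoter inhibition or plain growth inhibition; 0% = median of DMSO wells and 100% = positive control at its reference dose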
KCNK9 inh: blocks the human KCNK9 two-pore domain potassium channel; Q9NPC2; HEK293 KCNK9, FluxOR thallium flux fluorescence; hits give low values; AID 488922; B-score at 10 µM; actives 1.2% (n = 310,000);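 active means ratio B-score over 3 SD below the library mean, with starting fluorescence within 5 SD of its mean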;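 further: negative B-score means less thallium flux so channel inhibition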
KCNK3 block: human KCNK3 channel inhibition, primary screen. CHO-KCNK3 thallium flux, FluxOR fluorescence; hits give low values. O14649. B-score at 10 µM. actives 0.84% (n = 340,000);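 active means B-score under library mean minus 4 SD, starting fluorescence ratio at most library mean plus 5 SD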;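 further: more negative B-score means stronger inhibition of thallium flux through KCNK3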
RGS4 block: human RGS4 inhibition | P49798 | B-score at 10 µM | actives 0.45% (n = 310,000) | HEK293 M3R/RGS4 inducible, Fluo-4 calcium flux; hits give high values; triggered by carbachol at its EC20;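 active means B-score, a plate-corrected calcium signal, over three deviations above library mean, with baseline fluorescence within five deviations of library mean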;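 further: RGS4 expression induced by doxycycline in cells with stable M3 receptor; B-score is computed from the integrated fluorescence ratio over baseline after carbachol; higher B-score means a larger calcium signal and so more RGS4 inhibition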
ANO1 block: inhibitors of mouse TMEM16A calcium-activated chloride channel; HEK293 TMEM16A/YFP iodide influx fluorescence, ionomycin; normalized B-score (activity score, 25-100; higher = stronger inhibition) at 10 µM; actives 1.2% (n = 310,000); AID 588511;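 active means ratio plate-corrected score three or more library SD toward inhibition, starting fluorescence score within five deviations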;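 further: score derived from kinetic fluorescence span divided by baseline fluorescence per well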
KCNQ1 pot: human KCNQ1 channel potentiation or activation; CHO-K1 KCNQ1, thallium flux FluxOR fluorescence; hits give high values; B-score at 10 µM; actives 0.35% (n = 310,000); AID 2648;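 active means fluorescence ratio B-score, a plate-corrected score, at least three library SD, with initial intensity B-score within 5 SD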
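assay system = CHO-K1 cells stably expressing KCNQ1 | medium = assay buffer, equal DMSO in all wells | timing = 37 °C overnight plating, 90-min dark dye load, 20-min compound pretreatment | measured by = kinetic FluxOR thallium fluorescence, 10-s 1-Hz baseline, 110-s post-stimulus read | measure = fluorescence change relative to baseline, converted to B score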
HDAC3 inhib: human HDAC3 inhibition; actives 0.15% (n = 320,000); inhibition, % at 8.3 µM; recombinant HDAC3, fluorogenic peptide/trypsin coupled, fluorescence; AID 2718; O15379; in the data active means inhibition above about 26%, passing the limit was not always enough; inconclusive means no clear call, values can overlap the other calls
An asterisk follows results filed as active; i = inactive; ? = inconclusive; nt = no result given.

SMILES	KCNQ1 block	RGS4 act	hERG rescue	ANO1 activ	SKKanGAS inh	KCNK9 inh	KCNK3 block	RGS4 block	ANO1 block	KCNQ1 pot	HDAC3 inhib
Cc1ccc(C)c(C(C)NC(=S)NC2CCCCC2)c1 (configuration not stated)	i	i	-6.9	i	7.3	i	i	i	i	i	0.5
Nc1oc2ccc(F)cc2c(=O)c1C=O	i	i	-15.5	i	-4.7	i	i	i	i	i	-5.8
O=C(NCCNC(=O)c1ccco1)c1cccc(F)c1	i	i	-10.3	i	4.9	i	i	i	i	i	3.3
Cc1cc(C)n2nc(CNS(=O)(=O)c3c(F)c(F)c(F)c(F)c3F)nc2n1	i	i	-11.0	i	1.6	i	i	i	i	i	-2.8
Cc1ccc(C(=O)Nc2ccc(S(=O)(=O)N3CCCC3)cc2)s1	i	i	-3.2	i	-5.7	i	i	i	i	i	13.3
CC1CCCN(C(=O)Cn2nnc(-c3ccc([N+](=O)[O-])cc3)n2)C1 (configuration not stated)	i	i	-3.9	i	-3.5	i	i	i	i	i	-0.2
C=CCOc1ccc(C=Nc2cccc(Cl)c2)c(O)c1	i	i	-11.6	i	-2.5	i	i	i	i	i	7.9
COc1ccc2c(c1)c(C(C)=O)c(C)n2CCc1ccc(OC)c(OC)c1	i	i	-11.4	i	-1.9	i	i	i	i	i	7.0
Cc1nc(N2CCOCC2)nc(Oc2ccccc2F)c1[N+](=O)[O-]	i	i	-2.1	i	-1.3	i	i	i	i	i	-2.3
CCN(CC)S(=O)(=O)c1cccc(C(=O)N[C@H](C(=O)NCc2ccccc2F)C(C)C)c1	i	i	-9.2	i	1.9	i	i	i	i	i	4.4
COC(=O)COc1ccc2c(-c3cccc([N+](=O)[O-])c3)cc(=O)oc2c1	i	i	-8.0	i	2.3	i	i	i	i	i	-2.5
O=c1nc2ccccc2c2n1CC(CN1CCN(Cc3ccccc3)CC1)N2 (configuration not stated)	i	i	-4.1	i	-1.2	i	i	i	i	i	-7.2
Cn1c(=O)c2c(nc(-n3ccnc3)n2Cc2ccc([N+](=O)[O-])cc2)n(C)c1=O	i	i	-11.5	i	1.5	i	i	i	i	i	-2.9
O=C(CCNc1ccc(Br)cc1)c1cccc([N+](=O)[O-])c1	i	i	-9.9	i	-5.9	i	i	i	i	i	-2.0
O=C(NCCc1nc2ccccc2[nH]1)c1cc([N+](=O)[O-])cc([N+](=O)[O-])c1	i	i	-8.0	i	0.9	i	i	i	i	i	-5.8
C1=C(CCNc2nnnn2-c2ccccc2)CCCC1	i	i	-11.4	i	3.6	i	i	i	i	i	5.5
O=C(Nc1cccnc1)C1CCCN(S(=O)(=O)c2ccccc2)C1 (configuration not stated)	i	i	-12.5	i	-15.4	i	i	i	i	i	-3.7
Cc1ccc(C)c(OCC(=O)N2CCc3ccccc3C2)c1	i	-7.7*	-6.6	i	1.8	i	i	i	i	i	?
CCCN1CCN(C(=O)c2cc(COc3ccc(F)cc3F)on2)CC1	i	i	-11.1	i	6.0	i	i	i	i	i	5.8
Cc1ccc(S(=O)(=O)NNC(=O)c2c(O)c3ccccc3[nH]c2=O)cc1	i	i	-10.8	i	-3.0	i	i	i	i	i	nt
CCOC(=O)c1[nH]c(C)c(C(=O)Nc2cccc(Cl)c2C)c1C	i	i	-7.5	i	2.8	i	i	i	i	i	-8.3
CN(CCn1ccnc1)C(=O)CC1C(=O)NCCN1Cc1ccccc1C(F)(F)F (configuration not stated)	i	i	-10.8	i	5.3	i	i	i	i	i	-1.2
O=C(CSc1ncccc1-c1nc2ccccc2[nH]1)N1CCCCC1	i	i	-11.7	i	-6.1	i	i	i	i	i	-1.0
COc1ccc(/C=C(\C#N)C(=O)NC2CCS(=O)(=O)C2)cc1OC (configuration not stated)	i	i	-2.7	i	-1.0	i	i	i	i	i	nt
CN(C(=O)COC(=O)c1cc([N+](=O)[O-])ccc1Cl)c1ccccc1	i	i	-17.1	i	0.1	i	i	i	i	i	-5.9
CCOc1ccc(N(CC(=O)Nc2cccc(N(C)S(C)(=O)=O)c2)S(=O)(=O)c2ccccc2)cc1	i	i	-10.3	i	4.6	i	i	i	i	i	0.8
Cc1cc(C)n2nc(N)c(N=Nc3ccc(Cl)cc3)c2n1	i	i	-8.5	i	-2.9	i	i	i	i	i	-2.4
O=C(Cn1nnc(-c2ccccc2F)n1)Nc1ccc2c(c1)OCCO2	i	i	-6.2	i	20.6	i	i	i	i	i	0.3
COc1cccc(C(=O)NNC(=O)Cc2ccc(Cl)cc2)c1	i	i	-2.6	i	8.7	i	i	i	i	i	3.1
Nc1nnc(/C=C/c2ccccc2Cl)s1	i	i	-6.3	i	3.5	i	i	i	i	i	-7.0
CCCc1nnc(NC(=O)COC(=O)c2cc(C)nc3ccccc23)s1	i	i	-9.1	i	6.5	i	i	i	i	i	-0.3
O=C(COC(=O)c1ccc(Br)o1)Nc1ncc(Cl)cc1Cl	i	i	-7.3	i	-2.0	i	i	i	i	i	0.9
CCOC(=O)C1CCCN(CCC(=O)Nc2ccc3c(c2)CCC3)C1 (configuration not stated)	i	i	-5.3	nt	2.6	i	i	i	i	i	-4.3
CCc1cccc(C)c1NC(=O)c1ccc2nc(N3CCOCC3)sc2c1	i	i	-6.4	i	-11.0	i	i	i	i	i	-2.4
Cc1ccc2c(N)c(C)ccc2c1	i	i	-7.7	i	1.5	i	i	i	i	i	-23.1
Cc1ccc2oc(=O)c3cc(C(=O)NCCCN4CCCCCC4)sc3c2c1	i	i	-13.9	i	2.1	i	i	i	i	i	1.9
CCCn1c(C(CO)Nc2nc(-c3cccc(Br)c3)cs2)nc2ccccc21 (configuration not stated)	i	i	-12.2	i	96.2*	i	i	10.5*	i	i	14.1
Cc1cc(NC(=O)CSc2nnc(NC(=O)C3CC(=O)N(c4ccccc4C)C3)s2)no1 (configuration not stated)	i	i	-6.9	i	5.0	i	i	i	i	i	nt
Cc1ccc(S(=O)(=O)N2CCN(CC(=O)N/N=C/c3cc([N+](=O)[O-])ccc3Cl)CC2)cc1	i	i	-12.7	i	6.8	i	i	i	i	i	1.1
Cc1ccc(S(=O)(=O)NC(CC(=O)N2CCOCC2)c2ccco2)cc1 (configuration not stated)	i	i	-8.9	i	-15.6	i	i	i	i	i	-2.8
CCNC(=O)COc1ccc(-c2ccccc2)cc1	i	i	-7.0	i	-0.9	i	i	i	i	i	2.4
COc1ccc(NC(=O)CN(C)C(=O)c2cc(-c3ccc(C)o3)nc3ccccc23)cc1	i	i	-20.9	i	-2.1	i	i	i	i	i	1.8
CCn1c(C)c(P(c2ccccc2)c2ccccc2)[n+]2ccccc12	i	i	-19.1	i	-3.5	i	i	i	i	i	-5.2
CCOC(=O)c1ccc(NC(=O)N(CC)CC)cc1	i	i	-10.7	i	-0.5	i	i	i	i	i	0.8
NC(=O)c1ccsc1NC(=O)c1ccc2c(c1)CCCC2	i	i	-15.0	i	6.6	i	i	i	i	i	-1.8
CC1CC1C(=O)OCC(=O)Nc1ccc2[nH]c(=O)[nH]c2c1 (configuration not stated)	i	i	-5.2	i	-14.6	i	i	i	i	i	1.4
O=C1CC(SCc2nc3ccccc3[nH]2)C(=O)N1c1ccc(F)c(Cl)c1 (configuration not stated)	i	i	-4.0	i	19.2	i	i	i	i	i	-1.5
O=C1NC2(CCc3ccccc3C2)C(=O)N1CCOc1cccc(Cl)c1 (configuration not stated)	i	i	-10.5	i	11.3	i	i	i	i	i	nt
O=C(O)CSCC(=O)Nc1cccc(C(F)(F)F)c1	i	i	-12.0	i	-3.5	i	i	i	i	i	-1.1
CC(=O)N1CCN(C(=O)CCc2cc(C(C)(C)C)c(O)c(C(C)(C)C)c2)CC1	i	i	-7.5	i	-10.0	i	i	i	i	i	-2.2
COC(=O)c1[nH]nc(-c2ccccc2)c1-c1ccccc1	i	i	-8.7	i	0.5	i	i	i	i	i	6.2
Cc1ccc(-n2c(SCC3CNC(=O)O3)nnc2-c2ccccc2)cc1C (configuration not stated)	i	i	-9.0	nt	-0.3	i	nt	i	i	i	-4.4
N#Cc1c(-c2ccccc2)c(-c2ccccc2)n[nH]c1=O	i	i	-4.1	i	0.8	i	i	i	i	i	-2.2
COc1ccc(CCNCc2ccc(OCc3ccccc3)cc2)cc1	i	i	-9.4	i	-6.3	i	i	i	i	i	3.1
CCOC(=O)c1oc2ccc(S(=O)(=O)n3nc(-c4ccc(C)cc4)cc3N)cc2c1C	i	i	-14.6	i	11.6	i	i	i	i	i	13.4
O=C(OCC(=O)N1CCN(C(=O)c2ccco2)CC1)c1cc(S(=O)(=O)Nc2ccc(Cl)cc2)ccc1O	i	i	-4.1	i	1.3	i	i	i	i	i	-6.4
Cc1ccc(C23CC4CC(CC(C(=O)NCC(=O)O)(C4)C2)C3)cc1	i	i	-2.0	i	-0.9	i	i	i	i	i	-0.5
COCCn1c(SCC(=O)Nc2ccccc2OC)nc2ccccc21	i	i	-9.9	i	1.2	i	i	i	i	i	4.0
COc1ccccc1C(O)P(=O)(OCC(C)C)c1ccc(N(C)C)cc1 (configuration not stated)	i	i	-6.6	i	-10.4	i	i	i	i	i	-2.0
CC(C)OC(=O)CSc1nnc(Cc2ccccc2)n1Cc1ccco1	i	i	-4.2	i	nt	i	i	i	i	i	-1.4
The results go on.
SMILES	KCNQ1 block	RGS4 act	hERG rescue	ANO1 activ	SKKanGAS inh	KCNK9 inh	KCNK3 block	RGS4 block	ANO1 block	KCNQ1 pot	HDAC3 inhib
O=C(Cn1cnc2ccccc2c1=O)Nc1nnc(C2CC2)s1	i	i	-5.0	i	-9.2	i	i	i	i	i	-0.1
Cc1nc(COC(=O)c2ccc(S(=O)(=O)N3CCCC3)cc2)cs1	i	i	-13.8	i	0.1	i	i	i	i	i	3.4
Cc1c(Cc2ccccc2)c(=O)oc2cc(OCC(=O)NCc3ccccn3)ccc12	i	i	-5.0	i	-1.4	i	i	i	i	i	-4.9
CCOC(=O)C1(CC2CC2)CCN(C(=O)c2cc(C)nc3ccc(CC)cc23)CC1	i	i	-13.7	i	11.1	i	i	i	i	i	6.6
COc1ccc(-n2ncc3c(N4CCN(Cc5ccccc5)CC4)ncnc32)cc1	i	-7.36*	-14.6	i	0.7	i	i	i	i	i	-2.8
CCOC(=O)N1CCC(=NNc2nc(C)cc(=O)[nH]2)CC1	i	i	-14.0	i	2.2	i	i	i	i	i	1.9
O=C(O)C/C=C(\NC(=O)OCc1ccccc1)C(=O)OCc1ccccc1	i	i	-6.8	i	4.6	i	i	i	i	i	0.5
Cc1ccc(OCCCC(=O)Nc2nccs2)cc1	i	i	-0.4	i	7.6	i	i	i	i	i	0.5
